# Screens deposited in PubChem by NMMLSC.
# LAP4-GFP MLPCN = modulators of LAP4-GFP expression in yeast, primary screen, S. cerevisiae, multiplex flow cytometry, MLPCN library | 3 h; median GFP as percent of DMSO wells | GFP response vs DMSO, % at 10 µM | actives 0.34% (n = 320,000);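 active = GFP response vs DMSO above a set limit, about the screen mean plus 3 SD, cut at about 150% in these data; inconclusive = under 70 cell events counted for the yeast strain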
# RPL19A TOR yeast = RPL19A-GFP expression modulators in yeast, primary screen, cell-based, S. cerevisiae, multiplex flow cytometry, MLPCN; S. cerevisiae RPL19A-GFP strain, 3 h; hits give low values; percent response vs DMSO, % at 10 µM; actives 0.3% (n = 330,000);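 active = percent response vs DMSO below 50%; inconclusive = fewer than 70 events counted for the yeast strain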;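 note: median channel GFP fluorescence of the barcoded RPL19A-GFP strain; ratio of sample median GFP to plate DMSO average so 100% = DMSO; lower means less RPL19A-GFP as with rapamycin TOR inhibition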
# MEP2 TOR yeast = modulators of MEP2-GFP levels in yeast, primary screen, S. cerevisiae, multiplex flow cytometry, MLPCN library; S. cerevisiae MEP2-GFP strain, 3 h; 100% = DMSO control level; GFP response vs DMSO, % at 10 µM; actives 0.51% (n = 330,000);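 active = GFP response versus DMSO above a set limit, roughly screen mean plus 3 SD, cut at about 180% in these data; inconclusive = fewer than 70 cells counted for a yeast strain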;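 note: median GFP fluorescence of the barcode-gated MEP2-GFP cells per well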
# VLA-4 inh = inhibition in human VLA-4 binding assay, primary screen, VLA-4 allosteric modulator project, MLPCN library, flow cytometry, VLA-4 expressing cells | inhibition, % (about 7 µM as worked out from the volumes in the protocol) | AID 2557, 2010 | Integrin alpha-4 (Homo sapiens), P13612 | actives 0.2% (n = 330,000) | ligand binding flow cytometry; in the data active = inhibition above about 50%
# Target sequence (P13612 whole entry, looked up): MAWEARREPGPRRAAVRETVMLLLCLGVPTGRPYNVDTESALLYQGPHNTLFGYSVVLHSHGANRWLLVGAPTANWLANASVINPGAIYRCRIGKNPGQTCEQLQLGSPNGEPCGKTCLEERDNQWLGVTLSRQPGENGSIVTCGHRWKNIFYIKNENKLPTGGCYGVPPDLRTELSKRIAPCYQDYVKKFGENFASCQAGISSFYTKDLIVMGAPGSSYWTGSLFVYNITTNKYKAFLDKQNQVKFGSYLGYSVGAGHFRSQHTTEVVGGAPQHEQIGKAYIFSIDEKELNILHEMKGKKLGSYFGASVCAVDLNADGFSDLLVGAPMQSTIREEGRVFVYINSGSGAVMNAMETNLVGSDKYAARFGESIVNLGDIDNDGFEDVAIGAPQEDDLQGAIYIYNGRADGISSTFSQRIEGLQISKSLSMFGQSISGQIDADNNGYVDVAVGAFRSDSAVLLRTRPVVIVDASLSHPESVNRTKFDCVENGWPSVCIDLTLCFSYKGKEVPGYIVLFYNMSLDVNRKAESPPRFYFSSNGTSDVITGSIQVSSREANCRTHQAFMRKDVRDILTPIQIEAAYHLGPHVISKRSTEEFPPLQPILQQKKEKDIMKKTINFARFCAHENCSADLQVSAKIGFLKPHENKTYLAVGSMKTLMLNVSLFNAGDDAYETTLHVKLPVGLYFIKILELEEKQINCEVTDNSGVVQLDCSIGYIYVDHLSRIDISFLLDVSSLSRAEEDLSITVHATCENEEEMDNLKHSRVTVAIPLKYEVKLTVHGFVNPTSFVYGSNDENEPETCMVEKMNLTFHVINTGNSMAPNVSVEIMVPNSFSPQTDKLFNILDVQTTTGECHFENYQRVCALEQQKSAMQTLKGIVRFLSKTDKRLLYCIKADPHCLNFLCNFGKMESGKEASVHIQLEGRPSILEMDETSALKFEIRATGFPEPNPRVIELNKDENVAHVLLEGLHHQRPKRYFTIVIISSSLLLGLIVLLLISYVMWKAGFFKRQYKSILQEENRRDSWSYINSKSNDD
# GRK2 aptamer HTS = compounds blocking aptamer binding on GRK2 – biochemical, human GRK2, bead flow cytometry, HTS, primary screen; FAM-aptamer displacement from GRK2; inhibition of aptamer binding, % at 10 µM; actives 0.59% (n = 330,000); AID 488847, 2010; Beta-adrenergic receptor kinase 1 (Homo sapiens), P25098;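 active = inhibition of aptamer binding above 40%, roughly 3 SD of noise, on plates passing a quality check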;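 note: median bead fluorescence of bound FAM aptamer so fluorescent compounds give negative values; no value below 0 was filed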
# AGP1 TOR yeast = modulators of AGP1-GFP expression in yeast TOR pathway, primary screen, cell-based, multiplex flow cytometry, S. cerevisiae, MLPCN library | 3 h; GFP as percent of DMSO wells | GFP response vs DMSO, % at 10 µM | actives 0.02% (n = 320,000) | AID 2066, 2009;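 active = GFP response relative to DMSO above a set limit, near screen average plus 3 SD, cut at about 150% in these data; inconclusive = fewer than 70 cells counted for the yeast strain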;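 note: median GFP channel fluorescence of the gated AGP1 strain per well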
# CR mimetic SO = reduction of superoxide in aged yeast, primary screen, HTS; actives 0.18% (n = 330,000); S. cerevisiae aged cells, superoxide DHE fluorescence; hits give low values; superoxide response (% of plate mean), % at 10 µM; AID 2690, 2010;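 active = superoxide response under a set limit, about three screen SD below normal, cut at about 65% in these data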;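 note: yeast aged for seven days with compound at 30 °C before DHE staining; 100% = average MFI of all compound-treated wells on the plate with controls excluded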
# CIT2 TOR yeast = modulators of CIT2-GFP expression in yeast, primary screen, S. cerevisiae, GFP fusion, multiplex flow cytometry, MLPCN library; S. cerevisiae CIT2-GFP strain, 3 h; 100 means same as DMSO wells; GFP response vs DMSO, % at 10 µM; actives 0.065% (n = 320,000);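 active = GFP response relative to DMSO above a set limit, near the screen mean plus 3 SD, cut at about 150% in these data; inconclusive = Fewer than 70 cells measured for a yeast strain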;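 note: ratio of well median GFP fluorescence to mean of DMSO wells on the plate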
# * = called active by the depositor; ? = inconclusive; nt = not tested or not shown; [ ] = another dose, or the depositor's remark.
SMILES,LAP4-GFP MLPCN,RPL19A TOR yeast,MEP2 TOR yeast,VLA-4 inh,GRK2 aptamer HTS,AGP1 TOR yeast,CR mimetic SO,CIT2 TOR yeast
Cc1cccc(Sc2ccc([N+](=O)[O-])cc2[N+](=O)[O-])n1,104,115,115,36,3,109,112,110
COc1ccc(C(=O)NN/C(=N/S(=O)(=O)c2ccc(C)cc2)c2ccccc2)cc1,110,98,95,10,5,95,80,89
NS(=O)(=O)c1ccc(CCNS(=O)(=O)c2cccc(C(=O)O)c2)cc1,102,101,98,2,2,104,84,93
Cc1ccc(S(=O)(=O)NC(=O)Nc2ncc3c(n2)CC(c2ccco2)CC3=O)cc1 (stereo unspecified),97,103,103,4,3,102,113,102
O=C(c1ccncc1)N1CCc2ccccc2C1,78,111,103,-24,1,99,120,103
O=C(COc1ccc(F)cc1)N1CCC(Cc2ccccc2)CC1,87,108,109,13,0,102,100,116
OCc1ccccc1CN1CCCCCC1,108,98,103,-5,0,106,122,102
O=C1CCCN1c1ccc(C(=O)N(Cc2nnc(-c3ccc(Cl)cc3)o2)C2CC2)cc1,105,94,94,3,1,101,108,98
CCn1c2ccccc2c2cc(NC(=O)COC(=O)c3ccc(NC(=O)CC#N)cc3)ccc21,99,93,104,-32,0,96,138,107
Brc1cccc(-c2nnc3n2CCC3)c1,99,99,104,15,2,101,114,99
Cc1ccc(C)c(-c2ccc(=O)n(Cc3c(F)cccc3Cl)n2)c1,100,98,104,5,6,89,120,90
CCN(CC(=O)NCCC1=CCCCC1)S(=O)(=O)c1ccccc1,87,98,93,2,0,100,108,77
COC(=O)c1nn(-c2ccccc2)c(Sc2ccc(OC)cc2)c1/C=N/O,103,104,107,-102,0,104,93,110
COc1cc(C(=O)NNC(=O)c2ccccc2OCc2c(C)noc2C)cc(OC)c1OC,110,107,109,43,17,107,94,108
CC(C)c1[nH]nc2c1C(c1ccc(OC(=O)c3ccco3)cc1)C(C#N)=C(N)O2 (stereo unspecified),97,95,98,24,0,99,105,96
COc1cc(C(=O)NCCC(C)C)ccc1OCc1ccc(Cl)cc1Cl,107,109,108,8,2,102,108,102
C=CCOC(=O)C1=C(C)OC(N)=C(C#N)C1c1ccc2c(c1)OCO2 (stereo unspecified),103,95,99,10,1,98,96,101
CC(=O)c1cccc(NC(=O)CCc2nnc3ccc(NCc4ccco4)nn23)c1,102,106,103,2,7,105,93,110
Brc1ccc(-c2ccc(/C=N/Nc3nncc(-c4ccccc4)n3)o2)cc1,92,103,102,-5,0,103,106,87
Cc1cc(=O)c2cccc(Br)c2[nH]1,101,99,101,3,0,106,119,109
Cc1cc(C)c(CN2CCC(N3CCC(C(=O)NCC4CCCO4)CC3)CC2)cc1C (stereo unspecified),96,103,113,5,0,104,99,100
CC(C)CC1NC(=O)N(CC(=O)NC2CCCc3ccccc32)C1=O (stereo unspecified),89,102,102,0,3,90,94,102
CC(=O)c1cc(CN2CCN(Cc3ccccc3)C(CCO)C2)cs1 (stereo unspecified),116,93,137,10,1,100,116,116
Cc1nnc(SCC2=C(C(=O)O)N3C(=O)C(NC(=O)COc4ccc(F)cc4)C3SC2)s1 (stereo unspecified),91,97,94,15,12,92,130,83
Cc1cc(NC(=O)CCC(=O)N(c2ccccc2)C(C(=O)NCC2CCCO2)c2cccnc2)no1 (stereo unspecified),105,100,109,1,1,101,104,86
Cc1ccc(NC(=S)NCc2ccco2)c(C)c1,105,91,94,-4,0,95,103,83
O=C(CCC(=O)Nc1ccccc1)NNC(=O)c1cccs1,99,96,103,-2,5,94,101,96
COCCCn1c(SC(C)C(=O)NC2CC2)nc2ccccc2c1=O (stereo unspecified),96,92,97,3,1,94,121,88
CC(C)c1nccn1S(=O)(=O)c1cc(Cl)ccc1Cl,94,93,88,3,1,nt,107,94
O=C(COc1cc(Cl)c(Cl)cc1Cl)NC(=O)Nc1ccc2c(c1)OCCO2,92,98,108,-1,0,96,118,94
O=C1C=C(c2ccc(O)cc2)C[C@@H](c2ccc3c(c2)OCO3)C1,89,96,94,1,5,67,119,97
CC(C)(C)c1nc2ccccc2c2nnc(SCC(=O)Nc3nccs3)n12,92,87,93,-5,1,86,94,86
CC1CCc2c(sc3ncnc(NCCCOC(C)C)c23)C1 (stereo unspecified),103,100,96,0,0,95,95,95
Cc1ccc(Cn2c(C3CCCN3c3nc(C)cs3)nc3cc(C(F)(F)F)ccc32)cc1 (stereo unspecified),105,88,89,22,0,71,97,61
Cc1ccc(Oc2ncc(CN3CCOCC3)s2)cc1,101,95,100,5,0,98,93,92
O=C(NCc1cccc(Cl)c1)c1cnccn1,105,97,107,4,0,97,89,98
COc1ccccc1C(=O)N/C(=C\c1ccc(Br)cc1)C(=O)NCCO,109,103,103,29,0,104,107,96
CSc1ccc(S(=O)(=O)NCC(=O)OCC(=O)N2CCC(C)CC2)cc1[N+](=O)[O-],93,93,96,9,5,96,90,89
O=C(O)C1CCCCC1C(=O)NC1CCCCC1 (stereo unspecified),106,104,107,8,0,102,107,100
CC(C)(C)NC(=O)C1CCN(c2ccc(S(=O)(=O)N3CCOCC3)cc2Cl)CC1,98,99,99,9,0,95,104,102
O=C(Cn1cc(C(=O)c2ccco2)c2ccccc21)Nc1ccccc1F,109,99,96,10,0,102,90,93
[2H]c1c([2H])c([2H])c(C(=O)c2sc(N3CCCCCC3)nc2-c2ccccc2)c([2H])c1[2H],94,95,99,29,12,97,91,94
Cc1cc(C)nc(OC(=O)c2c(Cl)cc(Cl)cc2Cl)n1,94,90,98,10,0,81,97,70
O=S1(=O)C=C(Oc2ccc(F)cc2)c2ccccc21,89,95,91,-2,0,94,113,91
CC1(C)CC(=O)c2sc(N3CCCCC3)nc2C1,101[may fluoresce violet],71,218*[may fluoresce violet],0,1,53,98,?
COc1cc(C(=O)Nc2ccc(Nc3ccccc3)cc2)cc(OC)c1OC,82,103,100,20,0,95,102,107
O=C(Nc1ccc(S(=O)(=O)N2CCCCC2)cc1)C1CC1,103,101,107,11,1,104,89,106
CN(c1ccc(C(=O)NC2CCCC2)cc1)S(=O)(=O)c1ccc(Cl)cc1,94,107,96,5,2,103,88,99
CC12CC3(C)CC(C)(C1)CC(C(=O)NCc1cccnc1)(C2)C3,95,106,110,9,2,104,100,103
COc1ccc(N2CC(O)=C(c3nc(-c4ccc(F)cc4)cs3)C2=N)cc1Cl,120,102,129,2,2,109,91,103
O=C(Nc1nccs1)c1ccc(-c2ccc(Cl)cc2Cl)o1,114,105,125,-3,2,110,88,110
CCC1(c2ccc(F)cc2)NC(=O)N(CC(=O)c2ccc[nH]2)C1=O (stereo unspecified),98,101,105,-10,nt,107,109,101
CCc1c(C2(O)CCCCC2)[nH]c2cc(C(F)(F)F)ccc12,134,97,103,20,0,87,102,91
CCN(CC)C(C(=O)Nc1ccc2c(c1)OCO2)c1ccccc1 (stereo unspecified),99,108,99,5,6,102,102,107
O=C1CSC(c2ccc(Cl)cc2)N1C1CCCCC1 (stereo unspecified),108,100,95,-10,0,102,88,96
CCOP(=O)(OCC)c1nc(-c2ccc(C)cc2)oc1N1CCOCC1,100,98,106,0,1,101,108,95
CC(C)c1ccc(NC(=O)c2ccc(NS(C)(=O)=O)cc2)cc1,96,96,99,4,1,96,99,94
O=C(Nc1cc(=O)[nH]c2ncnn12)c1ccco1,105,104,102,16,0,104,93,105
Cc1onc(-c2ccccc2)c1C(=O)NCc1ccccc1F,88,96,91,-3,2,90,104,90
O=C(c1ccc(NS(=O)(=O)c2ccc(F)cc2)cc1)N1CCCCCC1,100,98,100,-7,0,107,96,95

# Part of the list above, tab-delimited.
smiles	LAP4-GFP MLPCN	RPL19A TOR yeast	MEP2 TOR yeast	VLA-4 inh	GRK2 aptamer HTS	AGP1 TOR yeast	CR mimetic SO	CIT2 TOR yeast
CCN(CC)C(C(=O)Nc1ccc2c(c1)OCO2)c1ccccc1 (stereo unspecified)	99	108	99	5	6	102	102	107
CCOP(=O)(OCC)c1nc(-c2ccc(C)cc2)oc1N1CCOCC1	100	98	106	0	1	101	108	95
CCc1c(C2(O)CCCCC2)[nH]c2cc(C(F)(F)F)ccc12	134	97	103	20	0	87	102	91

# (next part)
SMILES,LAP4-GFP MLPCN,RPL19A TOR yeast,MEP2 TOR yeast,VLA-4 inh,GRK2 aptamer HTS,AGP1 TOR yeast,CR mimetic SO,CIT2 TOR yeast
CC(C)CC(NC(=O)C(CO)NC(=O)C1CCC(=O)N1)C(N)=O (stereo unspecified),83,90,80,19,1,84,102,88
CCN(Cc1ccccc1OC)CC1CCCN(CCc2cccc(OC)c2)C1 (stereo unspecified),94,101,107,1,0,102,99,107
O=C(NCc1ccco1)Nc1ccc([N+](=O)[O-])cc1,87,95,94,29,1,100,84,106
COC(=O)C(=CC(=CN(C)C)C=C(C(=O)OC)C(=O)OC)C(=O)OC,104,102,91,10,0,115,99,112
O=C(Cn1c(=O)n(-c2ccccc2)c(=O)c2sccc21)N1CCCC1,102[may fluoresce violet],43*[may fluoresce violet],184*[may fluoresce violet],-6,2,?,83,?
O=C(Nc1cccc(Cl)c1)c1nc[nH]c1C(=O)NCCN(CCNC(=O)c1[nH]cnc1C(=O)Nc1cccc(Cl)c1)CCNC(=O)c1[nH]cnc1C(=O)Nc1cccc(Cl)c1,86,99,90,10,0,94,90,98
COc1cc(OC)c(NS(=O)(=O)c2cc(Br)cnc2N)cc1Cl,95,100,96,-2,0,105,99,105
Cc1cccc(C)c1NC(=O)CCN1C(=O)C2C3CCC(C3)C2C1=O (stereo unspecified),94,95,95,8,0,90,112,95
Cn1cnc2cc(NCc3cccs3)ccc21,103,102,103,-10,2,115,97,127
O=C1CN(C(=O)c2ccccc2)c2ccccc2N1,99,98,98,-3,0,106,90,107
Cc1ccc(NS(=O)(=O)c2c(C(=O)N3CCCCCC3)c(C)n(C)c2C)c(Cl)c1,86,96,95,11,3,94,93,93
O=C1CCc2cc(S(=O)(=O)N3CCC(C(=O)NCc4ccccn4)CC3)ccc2N1,99,93,107,4,0,97,97,95
O=C(CCCn1c(=O)[nH]c2ccsc2c1=O)NCc1cccs1,94,98,102,13,1,96,86,94
CCc1nnc(SCC(=O)Nc2nccs2)n1CC,96,95,93,12,18,92,89,91
Cc1ccc(S(=O)(=O)N2CCN(c3cccc(C)c3)CC2)cc1,86,103,100,2,1,108,79,107
CCN(CC)C(=O)Cn1cc(C(=O)C(=O)N(CC)C2CCCCC2)c2ccccc21,109,110,111,22,0,111,105,114
CCN(CC)CCC/C(=N\O)C(O)(c1ccccc1)c1ccccc1,106,98,95,-25,4,100,90,93
Cc1cc(C)nc(CC(N)=O)n1,94,92,91,5,0,91,86,93
O=C(Nc1ccc(F)cc1)N1CCCN(c2nccc(C(F)(F)F)n2)CC1,110,98,104,12,0,106,122,95
CC1=C(C(=O)Nc2ccc(C)cc2)C(c2ccco2)NC(=O)N1 (stereo unspecified),86,86,92,8,1,88,107,87
Cc1ccc2c(c1)c(N=NC(N)=S)c(O)n2Cc1ccccc1,91,94,98,16,30,99,106,100
